# Vif-A3G inh: Vif-A3G binding inhibition; Q9HC16; HeLa A3G-eYFP + Vif (tagged APOBEC3G with the HIV-1 protein that degrades it), YFP fluorescence, overnight; Potency, µM (series often up to 46.1 µM), without a hit: top-dose activity, negative = active, actives largely listed as inhibitors; AID 602310; actives 0.076% (n = 410,000);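 note: potency is the fitted concentration of half-maximal effect; % is set by controls: 0 for no effect and ±100 for the full control effect; nearly all actives have a fitted effect of over 60% in size; hits raise eYFP signal because A3G escapes Vif-driven loss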
#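 Read-out is eYFP fluorescence (Ex 488/Em 500-530) from Vif-expressing HeLa A3G-eYFP cells; more signal means A3G escaped Vif-mediated degradation. Cells plated overnight, compound pinned in, incubated overnight at 37 deg C.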
# D1 antag: blocks dopamine activation of the human D1 receptor. P21728. HEK293 TREx D1 cells, calcium flux, dopamine EC80; stronger effect = lower value. activity change, negative = inhibition, % at 10 µM. actives 3.2% (n = 360,000). AID 504652; in the data active = activity change below about -30%; note: % is set by controls: 0 for no effect and ±100 for the full control effect
# Target sequence (P21728 whole entry, looked up): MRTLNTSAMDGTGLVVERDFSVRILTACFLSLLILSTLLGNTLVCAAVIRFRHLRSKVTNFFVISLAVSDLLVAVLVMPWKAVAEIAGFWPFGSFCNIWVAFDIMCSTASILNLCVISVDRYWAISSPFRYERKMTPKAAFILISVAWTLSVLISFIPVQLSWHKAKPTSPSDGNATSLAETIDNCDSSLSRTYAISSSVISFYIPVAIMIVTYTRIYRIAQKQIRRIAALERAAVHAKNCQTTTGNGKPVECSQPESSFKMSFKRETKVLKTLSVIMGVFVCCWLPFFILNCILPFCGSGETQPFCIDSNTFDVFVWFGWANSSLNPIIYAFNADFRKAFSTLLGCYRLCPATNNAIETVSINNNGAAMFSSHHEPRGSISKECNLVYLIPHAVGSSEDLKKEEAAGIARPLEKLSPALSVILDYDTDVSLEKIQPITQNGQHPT
#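 Inducible Hek293 Trex D1 cells (tetracycline, overnight, 30 C). Calcium dye 30–90 min RT. Antagonist mode: EC80 dopamine added after 180 s compound read.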
# Vif-A3F inh: inhibitors of Vif-A3F interaction | actives 0.2% (n = 390,000) | HeLa A3F-eYFP + Vif (tagged APOBEC3F with the HIV-1 protein that degrades it), YFP fluorescence increase | Potency, µM (top dose mostly 46.1 µM), for inactives: at the top dose activity, negative = active | AID 602313; note: potency is the fitted concentration of half-maximal effect; % of control where 0% means no effect; nearly all actives have a fitted effect of over 65% in size
#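 HeLa cells stably expressing A3F-eYFP plus Vif, plated and incubated overnight at 37 deg C, then exposed to compounds overnight at 37 deg C. Blocked degradation read as raised yellow fluorescence (Ex 488/Em 500-530).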
# RXFP1 antagonist: blocks the human relaxin receptor RXFP1. Q9HBX9. HEK293-RXFP1, relaxin-stimulated cAMP HTRF, 30 min; stronger effect = lower value. activity change, negative = inhibition, % at 57.5 µM. actives 0.59% (n = 350,000);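 active = activity change of -60% or lower, but not beyond a set lower limit; inconclusive = change between -60% and -40%, or beyond the set limit; inactive = change above -40%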; note: % is set by controls: 0 for no effect and ±100 for the full control effect
# GRP78 ERSR act: inducers of ER stress response in human glioma cells | U87-MG GRP78 promoter luciferase reporter, 16 h | Potency, µM, for inactives: at the top dose activation, most hits filed as activators | actives 0.02% (n = 420,000) | AID 602332; note: potency is the fitted concentration of half-maximal effect; series mostly up to about 76 µM; % of control where 0% means no effect; nearly all actives have a fitted effect of over 35% in size
#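 Stably transfected U87-MG human glioma cells carrying a GRP78-based luminescent sensor were seeded at 1000 cells/well, pin-dosed with compounds and incubated 16 h. Luciferase reagent was then added, and end-point luminescence was read after 10 min at room temperature.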
# RXFP1 agonist: RXFP1 (human) receptor agonism; Q9HBX9; HEK293T-RXFP1 cAMP TR-FRET, 30 min; response scale: percent of porcine relaxin response, buffer zero; Potency, µM (series often up to 57.5 µM), for the others: top-dose activation, hits mostly activators; actives 0.3% (n = 370,000); AID 2676; note: potency is the fitted concentration of half-maximal effect; % is set by controls: 0 for no effect and ±100 for the full control effect; nearly all actives have a fitted effect of over 60% in size; many of its hits are not listed in these tables
#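 HEK293 cells stably expressing RXFP1, treated 30 min at 37C with compounds plus PDE4 inhibitor Ro 20174; cAMP measured by HTRF TR-FRET. Normalized to buffer and 29 nM porcine relaxin; EC50 by Hill fit.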
# D2 potentiator: D2 dopamine receptor (human) potentiation; HEK293 T-REx D2, calcium flux, EC20 dopamine potentiation; potentiation, % at 10 µM; actives 0.34% (n = 340,000);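 active = potentiation over 3 SD above the plate norm, cut at about 30% in these data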; note: 0% is about no effect
# Target sequence (P14416 whole entry, looked up): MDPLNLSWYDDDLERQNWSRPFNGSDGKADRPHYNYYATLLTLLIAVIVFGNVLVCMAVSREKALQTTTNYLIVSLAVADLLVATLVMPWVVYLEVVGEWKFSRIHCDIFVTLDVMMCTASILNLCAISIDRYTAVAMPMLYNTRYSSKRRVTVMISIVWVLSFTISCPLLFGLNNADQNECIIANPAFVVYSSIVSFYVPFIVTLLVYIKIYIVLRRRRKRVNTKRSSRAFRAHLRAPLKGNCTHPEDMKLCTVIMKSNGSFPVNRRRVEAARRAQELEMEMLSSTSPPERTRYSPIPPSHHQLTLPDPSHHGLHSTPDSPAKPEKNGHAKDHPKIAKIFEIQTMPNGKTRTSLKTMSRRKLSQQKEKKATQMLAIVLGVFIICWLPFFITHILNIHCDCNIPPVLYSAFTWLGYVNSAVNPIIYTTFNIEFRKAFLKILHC
#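 Using a no-wash calcium dye in inducible, force-coupled HEK293 Trex cells expressing D2, we tracked fluorescence each second for 180 s after compound, then for 180 s after EC20 dopamine to detect augmented signalling.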
# D1 ag: human D1 receptor agonism | P21728 | HEK293 T-REx D1 cells, calcium flux, agonist mode | activation, % at 2 µM | actives 1% (n = 360,000) | AID 504660; in the data active = activation above about 30%; note: 0% is about no effect
#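 Tetracycline-induced HEK293 TREx D1 cells, force-coupled to calcium signalling, were dye-loaded with a no-wash calcium kit. Compound was pin-added after a 10 s baseline. Fluorescence was read kinetically at 1 cycle/s for 180 s, with calcium rises flagged as agonism.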
# D1 PAM: enhances dopamine response at the human D1 receptor. HEK293 TREx D1 cells, calcium flux, dopamine EC20 potentiation. actives 0.036% (n = 360,000). potentiation, % at 10 µM; in the data active = potentiation above about 30%; note: 0% is about no effect
# Active calls of the source: *; ? = inconclusive; . = no result given; & = joins results of further samples; ! = not confirmed by another sample. Unless noted, calls come from the whole dose curve; as a rule, active = well fitted curve in the direction sought with a large enough effect; inconclusive = small, poorly fitted or top-dose-only effect, or another doubt; inactive = no such curve, though single readings can be large; an effect the other way counts as inactive or inconclusive. A portion of the library; count on the stated rates, not on these rows.
# Key to letters: A = Vif-A3G inh; B = D1 antag; C = Vif-A3F inh; D = RXFP1 antagonist; E = GRP78 ERSR act; F = RXFP1 agonist; G = D2 potentiator; H = D1 ag; I = D1 PAM
canonical_smiles: CC1CCCCC12NC(=O)N(CC(=O)N1CCN(S(=O)(=O)Cc3ccccc3)CC1)C2=O (stereo not drawn)
  A: 6%; B: -35*; C: 7%; D: -4; E: -4%; F: -0.8%; G: -4; H: 1; I: -5
canonical_smiles: Cc1ccccc1NC(=O)CN1C(=O)NC(C)(c2ccc3c(c2)OCO3)C1=O (stereo not drawn)
  A: -1%; B: .; C: .; D: -8; E: -3%; F: 0.8%; G: -5; H: 13; I: -1
canonical_smiles: CCOc1ccc(C(C)NC(=O)Nc2ccccc2C(=O)OC)cc1 (stereo not drawn)
  A: -2%; B: -6; C: 1%; D: -9; E: 0%; F: 0.3%; G: 7; H: 2; I: -3
canonical_smiles: Cc1cc(NC(=O)CSc2nnc(-c3ccco3)n2CC2CCCO2)no1 (stereo not drawn)
  A: -1%; B: 1; C: 0%; D: -3; E: 1%; F: 2.7%; G: -1; H: 2; I: -2
canonical_smiles: COc1cc2c(=O)n(CCC(=O)NCC3CCCO3)c(=O)n(CC(=O)Nc3ccccc3C)c2cc1OC (stereo not drawn)
  A: -3%&0%; B: -13&5; C: 13%&4%; D: -6&-4; E: 0%&-1%; F: -1.2%&6.2%; G: 5&-2; H: 1&1; I: 6&0
canonical_smiles: CCCN(CC(=O)Nc1ccccc1C)C(=O)COc1c(Cl)cccc1Cl
  A: 0%; B: -13; C: -8%; D: 0; E: -1%; F: 0.9%; G: -9; H: 3; I: -5
canonical_smiles: CC(C)c1nc2ccc(C(=O)Nc3ccccc3F)cc2o1
  A: 1%; B: -1; C: 0%; D: -17; E: -3%; F: 0.2%; G: 16; H: 1; I: 0
canonical_smiles: O=C(NCCN1CCN(c2ccccc2)CC1)Nc1cccc(Br)c1
  A: 3%&-6%; B: -45*!; C: 0%&4%; D: 2&-32; E: -7%&-4%; F: 0.8%&4.1%; G: -2&-24; H: 50*; I: -1&-4
canonical_smiles: O=C(CS(=O)Cc1ccccc1Cl)Nc1ccccc1Cl (stereo not drawn)
  A: 0%; B: 0; C: 3%; D: -9; E: 0%; F: 2.0%; G: -8; H: 2; I: -5
canonical_smiles: Cc1cc(C)c2c(=O)cc(CSc3nnc(COc4ccccc4C)n3C)[nH]c2c1
  A: 2%; B: -3; C: -2%; D: 1; E: -5%; F: 1.3%; G: -11; H: 1; I: 0
canonical_smiles: O=C(Nc1ccc2c(c1)OCO2)c1cccc(Cl)c1
  A: 1%; B: 4; C: 6%; D: -5; E: 38%; F: -0.2%; G: 4; H: 0; I: -2
canonical_smiles: CCOC(=O)N1CCc2c(sc3c2C(=O)NC(c2ccccc2F)N3)C1 (stereo not drawn)
  A: -15%; B: 5; C: 0%; D: -18; E: -3%; F: 0.6%; G: -4; H: 0; I: -4
canonical_smiles: CCCCOc1ccc(C(=O)N2CCC(C)CC2)cc1
  A: -8%; B: 3; C: 3%; D: -11; E: 6%; F: 0.1%; G: -3; H: 1; I: 2
canonical_smiles: CC1(c2nnc(-c3ccc(F)cc3)o2)CC(c2cccc(Cl)c2)=NO1 (stereo not drawn)
  A: 5%; B: -3; C: -1%; D: .; E: -5%; F: 0.8%; G: -2; H: 6; I: -2
canonical_smiles: Cc1ccc(-c2csc(NC(=O)CSc3nc(C)cc(=O)[nH]3)n2)cc1
  A: 0%; B: -14; C: -2%; D: -6; E: -2%; F: -1.0%; G: 3; H: 7; I: 0
canonical_smiles: Cc1ccc([N+](=O)[O-])cc1N
  A: 0%; B: 5; C: -3%; D: 0; E: 3%; F: 1.0%; G: -8; H: 7; I: -4
canonical_smiles: Cc1ccc(CNc2nc(N)c([N+](=O)[O-])c(Nc3cccc(F)c3)n2)cc1
  A: -2%; B: 17; C: -5%; D: -2; E: 3%; F: 0.3%; G: 0; H: 0; I: -3
canonical_smiles: CC(C)c1ccc(C2CC(=O)N3CN(C)CSC3=C2C#N)cc1 (stereo not drawn)
  A: 2%; B: -5; C: -12%; D: 12; E: 2%; F: 1.2%; G: -2; H: 1; I: 4
canonical_smiles: COc1ccc(NS(=O)(=O)c2cc(NC(=O)[C@H](C)NC(N)=O)ccc2N2CCCC2)cc1
  A: -12%; B: .; C: -37%; D: -6; E: -5%; F: .; G: .; H: .; I: .
canonical_smiles: COc1ccc(/C=C/C(=O)OCC(=O)NCCC2=CCCCC2)cc1OC
  A: -1%; B: 3; C: -11%; D: 1; E: -2%; F: -1.2%; G: 1; H: 1; I: -1
canonical_smiles: COc1ccc(C(=O)N/C(=C\c2ccc3c(c2)OCO3)C(=O)Nc2ccc(C(=O)O)cc2)cc1
  A: 0%; B: 6; C: 10%; D: ?; E: -2%; F: 0.0%; G: -9; H: 1; I: -5
canonical_smiles: COc1cccc(-c2cc(C(=O)Nc3cc(OC)c(OC)c(OC)c3)no2)c1
  A: -6%; B: -2; C: -4%; D: 1; E: -6%; F: 1.7%; G: -7; H: 1; I: -4
canonical_smiles: CCOC(=O)Cc1csc(SCc2nc3ccccc3c(=O)[nH]2)n1
  A: 2%; B: 2; C: 0%; D: 12; E: -3%; F: 3.3%; G: -2; H: 3; I: -2
canonical_smiles: CCCOc1ccc(CNC(=O)C2CCN(c3nc4ccccc4nc3C(F)(F)F)CC2)cc1
  A: 7%; B: -3; C: -2%; D: .; E: 0%; F: ?; G: -5; H: 2; I: -2
canonical_smiles: C=CCN1C(=O)C(C)(C)N(C(=O)c2cccc([N+](=O)[O-])c2)c2ccccc21
  A: 1%; B: 0; C: 4%; D: -8; E: 0%; F: 4.2%; G: 8; H: 2; I: -4

# An excerpt from above, showing only D1 antag and Vif-A3F inh.
canonical_smiles	D1 antag	Vif-A3F inh
CC(C)c1ccc(C2CC(=O)N3CN(C)CSC3=C2C#N)cc1 (stereo not drawn)	-5	-12%
COc1ccc(NS(=O)(=O)c2cc(NC(=O)[C@H](C)NC(N)=O)ccc2N2CCCC2)cc1	.	-37%

# 8 entries already listed, arranged by count of non-hydrogen atoms, high to low.
# Key to letters: A = Vif-A3G inh; B = D1 antag; C = Vif-A3F inh; D = RXFP1 antagonist; E = GRP78 ERSR act; F = RXFP1 agonist; G = D2 potentiator; H = D1 ag; I = D1 PAM
canonical_smiles: CCCOc1ccc(CNC(=O)C2CCN(c3nc4ccccc4nc3C(F)(F)F)CC2)cc1
  A: 7%; B: -3; C: -2%; D: .; E: 0%; F: ?; G: -5; H: 2; I: -2
canonical_smiles: COc1ccc(NS(=O)(=O)c2cc(NC(=O)[C@H](C)NC(N)=O)ccc2N2CCCC2)cc1
  A: -12%; B: .; C: -37%; D: -6; E: -5%; F: .; G: .; H: .; I: .
canonical_smiles: COc1cccc(-c2cc(C(=O)Nc3cc(OC)c(OC)c(OC)c3)no2)c1
  A: -6%; B: -2; C: -4%; D: 1; E: -6%; F: 1.7%; G: -7; H: 1; I: -4
canonical_smiles: COc1ccc(/C=C/C(=O)OCC(=O)NCCC2=CCCCC2)cc1OC
  A: -1%; B: 3; C: -11%; D: 1; E: -2%; F: -1.2%; G: 1; H: 1; I: -1
canonical_smiles: Cc1ccc(-c2csc(NC(=O)CSc3nc(C)cc(=O)[nH]3)n2)cc1
  A: 0%; B: -14; C: -2%; D: -6; E: -2%; F: -1.0%; G: 3; H: 7; I: 0
canonical_smiles: CCOC(=O)Cc1csc(SCc2nc3ccccc3c(=O)[nH]2)n1
  A: 2%; B: 2; C: 0%; D: 12; E: -3%; F: 3.3%; G: -2; H: 3; I: -2
canonical_smiles: CC(C)c1ccc(C2CC(=O)N3CN(C)CSC3=C2C#N)cc1 (stereo not drawn)
  A: 2%; B: -5; C: -12%; D: 12; E: 2%; F: 1.2%; G: -2; H: 1; I: 4
canonical_smiles: Cc1ccc([N+](=O)[O-])cc1N
  A: 0%; B: 5; C: -3%; D: 0; E: 3%; F: 1.0%; G: -8; H: 7; I: -4

# Compound activity deposited in PubChem by National Center for Advancing Translational Sciences (NCATS).
